From PubChem
MCF10A rerep = inducers of DNA re-replication in MCF 10A breast cells; hit rate 2.9% among 350,000; Potency, µM (highest dose often 46.1 µM), inactives show top-dose activity, positive = re-replication, usual class: activators; MCF 10A DNA re-replication, Hoechst nuclear intensity, 48 h; further: potency means the concentration at half of the fitted maximal effect; % of control where 0% means no effect; nearly all actives have a fitted effect of over 50% in size
ATXN viability = reduces viability in counter-screen for ATXN expression inhibitors. S2 cells (HEK-293 line with an ATXN2-luciferase reporter) viability, CellTiter-Fluor protease fluorescence, 24 h. Potency, µM (series often up to 56.7 µM), most hits filed as cytotoxic. hit rate 0.49% among 400,000; further: potency means the concentration at half of the fitted maximal effect; nearly all actives have a fitted effect of over 40% in size
IL-1B inflam inh = blocks inflammasome-driven IL-1 beta release | THP-1 LPS/ATP IL-1B secretion, AlphaLISA, 16 h; active compounds read low | activity change, % at 57.5 µM | hit rate 4.7% among 360,000 | AID 743279; in the data active means activity change below about -50%; inconclusive means mostly about -30% to -49%; further: on the % scale 0 is the no-effect control and ±100 the full control effect
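THP-1 cells pretreated 1 hr with compounds (up to 57.5 uM final), then stimulated with LPS (250 ng/mL final) plus ATP (1.25 mM final); secreted IL-1B measured by AlphaLISA after 16 hr, decreased signal indicating inhibition.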
ATXN2 expr inh = ATXN2 expression inhibition; HEK-293 ATXN2-luciferase reporter, luminescence, 24 h; Potency, µM (series often up to 57 µM), without a hit: at the top dose activity change, negative = inhibition, actives largely listed as inhibitors; hit rate 0.72% among 360,000; AID 1745845; further: potency means the concentration at half of the fitted maximal effect; on the % scale 0 is the no-effect control and ±100 the full control effect; nearly all actives have a fitted effect of over 55% in size
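ATXN2-luciferase reporter cells (luciferase flanked by upstream and downstream ATXN2 gene portions) were treated 24 h at 37 °C with compounds at up to 57 uM. SteadyGlo luminescence gave expression; GF-AFC fluorescence gave viability.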
HT1080 IDH1KD tx = kills HT-1080 cells with IDH1 knockdown. HT-1080 IDH1 knockdown viability, ATP luminescence, 48 h. Potency, µM (titrated, usually from 46.1 µM), for inactives: top-dose activity, negative = toxicity, usual class: cytotoxic. hit rate 2% among 360,000. AID 686971;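 further: potency means the concentration at half of the fitted maximal effect; 0% = DMSO wells and -100% = cell-free medium wells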
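In this qHTS, HT-1080 cells depleted of IDH1 are exposed for 48 h at 37 °C to compound titrations. Toxicity is scored from CellTiter-Glo luminescence, with DMSO as full viability and medium alone as none.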
KB-V1 MDR tox = KB-V1 MDR subline cytotoxicity. Potency, µM (doses to about 46.1 µM), without a hit: top-dose activity change, negative = cytotoxicity, most hits filed as cytotoxic. hit rate 3.4% among 400,000. KB-V1 MDR cells viability, CellTiter-Glo, 72 h. AID 1347076; further: potency means the concentration at half of the fitted maximal effect; on the % scale 0 is the no-effect control and ±100 the full control effect; nearly all actives have a fitted effect of over 60% in size
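KB-V1, DMEM (no phenol red) + 10% FBS; cpd pin-transferred, titration series; 72 h, 37 degrees C; CellTiter-Glo, luminescence. Data normalized, curve-fit.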
HT1080-NT tox = kills 2HG-producing HT-1080-NT fibrosarcoma cells; HT-1080-NT fibrosarcoma viability, CellTiter-Glo ATP luminescence, 48 h; Potency, µM (titrated, usually from 46.1 µM), for inactives: at the highest dose activity, negative = less viability, usual class: cytotoxic; hit rate 1.6% among 360,000; AID 686970;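 further: NT is the 2HG producing partner of a matched IDH1 knockdown line; potency means the concentration at half of the fitted maximal effect; 0% = DMSO-treated cells and -100% = media-only wells without cells; nearly all actives have a fitted effect of over 55% in size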
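Compounds were tested in concentration-response format on HT-1080-NT cells for 48 hours at 37 degrees C. Cell viability came from CellTiter-Glo luminescence; curves were classified by r2, response magnitude and activity.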
KB-3-1 tox = kills parental KB-3-1 adenocarcinoma cells | KB-3-1 viability, CellTiter-Glo ATP luminescence, 72 h | Potency, µM (highest dose often 46.1 µM), for the others: at the highest dose activity change, negative = cytotoxic, actives largely listed as cytotoxic | hit rate 1.4% among 400,000 | AID 1347075; further: potency means the concentration at half of the fitted maximal effect; on the % scale 0 is the no-effect control and ±100 the full control effect; nearly all actives have a fitted effect of over 60% in size
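Cytotoxicity measured as CellTiter-Glo luminescence after 72 h at 37 C. Compound titrations were pinned onto drug-naive KB-3-1 parental adenocarcinoma cells grown in DMEM with 10% FBS, and normalized data fitted to concentration-response curves.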
SW480 rerep = DNA re-replication induction in SW480 cells. hit rate 1.8% among 340,000. Potency, µM (titrated, usually from 46.1 µM), for the others: at the highest dose re-replication activation, actives largely listed as activators. SW480 DNA re-replication, Hoechst DNA content imaging, 48 h. AID 624297; further: potency means the concentration at half of the fitted maximal effect; % of control where 0% means no effect; nearly all actives have a fitted effect of over 55% in size
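First, 250 cells per well were seeded. Next, compound or vehicle (23 nL) was pinned in, plates sat 48 hr at 37 C. Finally Hoechst was added for 40 min before fluorescence scanning.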
* hit, by the source's call; i = inactive; u = inconclusive; x = no result given; & = joins results of further samples; [ ] = another dose, or the depositor's remark. Unless noted, the call rests on the fitted dose curve; in most records, active means well fitted curve in the direction sought with a large enough effect; inconclusive means small, poorly fitted or top-dose-only effect, or another doubt; inactive means no such curve, though single readings can be large; an effect the other way counts as inactive or inconclusive.

Start of the data: the first 5 compounds (preview)
SMILES	MCF10A rerep	ATXN viability	IL-1B inflam inh	ATXN2 expr inh	HT1080 IDH1KD tx	KB-V1 MDR tox	HT1080-NT tox	KB-3-1 tox	SW480 rerep
COc1ccc(/C=N/NC(=O)c2nc(Cl)c(Cl)c(N)c2Cl)cc1COc1ccccc1F	5%	i	41	-33%	-23%	-12%	-18%	-16%	0%
COc1ccc(CN2CCOCC2)cc1	-6%	i	-5	-5%	12%	14%	11%	8%	-8%
CCc1ccc([C@@H]2C[C@H]3CN(Cc4ccccc4OC)C(=O)[C@]34CCCN24)cc1	5%	i	-16	-21%	-22%	-9%	u	-1%	7%
CCOc1ccc(-n2nc3c(=S)[nH]nc(C)c3c2C)cc1	1%	i	-5	9%	6%	6%	3%	10%	0%
CCC(C)n1c(SC(C)C#N)nc2ccccc2c1=O (centres undefined)	-6%	i	22	-1%	-11%	-7%&0%	1%	0%&0%	-10%

The whole of this part, previewed entries included:
SMILES	MCF10A rerep	ATXN viability	IL-1B inflam inh	ATXN2 expr inh	HT1080 IDH1KD tx	KB-V1 MDR tox	HT1080-NT tox	KB-3-1 tox	SW480 rerep
COc1ccc(/C=N/NC(=O)c2nc(Cl)c(Cl)c(N)c2Cl)cc1COc1ccccc1F	5%	i	41	-33%	-23%	-12%	-18%	-16%	0%
COc1ccc(CN2CCOCC2)cc1	-6%	i	-5	-5%	12%	14%	11%	8%	-8%
CCc1ccc([C@@H]2C[C@H]3CN(Cc4ccccc4OC)C(=O)[C@]34CCCN24)cc1	5%	i	-16	-21%	-22%	-9%	u	-1%	7%
CCOc1ccc(-n2nc3c(=S)[nH]nc(C)c3c2C)cc1	1%	i	-5	9%	6%	6%	3%	10%	0%
CCC(C)n1c(SC(C)C#N)nc2ccccc2c1=O (centres undefined)	-6%	i	22	-1%	-11%	-7%&0%	1%	0%&0%	-10%
CC1Sc2ccc(C(=O)NCc3ccccc3Cl)cc2NC1=O (centres undefined)	-4%	i	-13	x	-12%	0%	0%	-4%	0%
Cc1c(C(=O)C(=O)NCc2ccco2)c2ccccc2n1C	2%	i	-5	-11%	9%	1%	10%	-7%	1%
O=C(O)c1ccc(CSc2nnnn2-c2ccc(F)cc2)cc1	3%	i	-2	21%	4%	-9%	1%	0%	0%
COCCN(CC(=O)Nc1ccccc1C(F)(F)F)C(=O)/C=C/c1ccc2ccccc2n1	11%	i	19	x	2%	2%	6%	2%	-1%
CCOC(=O)c1cc(-c2ccc(C)cc2)n(CC(=O)Nc2ccccc2F)c1C	x	i	x	11%	x	u	x	3%	x
CCCCn1c(N)c(N(CC)C(=O)Cc2ccc(S(=O)(=O)N3CCOCC3)s2)c(=O)[nH]c1=O	0%	i	5	-8%	-3%	u	-8%	-1%	-1%
O=C(Nc1ccc2c(c1)OCO2)c1cnc2n(c1=O)CCS2	1%	i	1	2%	-3%	-1%	3%[9.24 µM]	-6%	5%
CCOC(=O)CSc1nc2ccc(N3CCOCC3)cc2c(=O)n1Cc1ccccc1	u	x	12	x	1%	u	10%	0%	-10%
Cc1ccc(S(=O)(=O)N2CC3CCCN3c3ccc(C(F)(F)F)cc32)cc1 (centres undefined)	21%	i	-20	-17%	-16%	-29%	0%	-16%	9%
CCN(CC)C(=O)c1cc2cc([N+](=O)[O-])ccc2s1	0%	i	-11	-1%	7%[9.24 µM]	u	2%	14%	-11%
COc1ccc(S(=O)(=O)Cc2ccc(C(=O)N3CCN(c4ccccc4F)CC3)o2)cc1	-11%	i	4	3%	8%	0%	-2%	8%	-3%
Cc1cc(NC(=O)c2cc(-c3ccccc3C)nc3ccccc23)no1	-1%	i	26	3%	3%	-15%	-8%	-3%	0%
CN1/C(=C\C(=O)COC(=O)c2ccc(O)c(O)c2)C(C)(C)c2ccccc21	u	i	5	-52%	u	u	0%	u	16%
N#Cc1cn(-c2cccc(C(F)(F)F)c2)c(=O)[nH]c1=O	-1%	i	27	5%	-16%	-13%	-14%	-19%	-4%
O=C(Nc1ccc2c(c1)CCC2)c1cc(F)cc(F)c1	7%	i	u	91%[activator]	25%	-4%	13%	6%	2%
CC(CCCC(C)(C)O)NC(=O)c1ccc2oc(CCc3ccccc3)nc2c1 (centres undefined)	9%	u	4	x	-3%	u	-2%	-14%	-8%
COC(=O)c1ccccc1S(=O)(=O)N1CCC(C(=O)OCC(=O)NC2CCCCC2C)CC1 (centres undefined)	u	i	-4	15%	-4%	-11%	-2%	7%	2%
O=C(ONC1=NCCCCC1)c1cccc([N+](=O)[O-])c1	-1%	i	-5	-27%[11.3 µM]	-25%	-6%	u	u	1%
CCOC(=O)N1CCN(C(=O)CS(=O)Cc2nc(-c3ccc(C)cc3)oc2C)CC1 (centres undefined)	-9%	i	7	-17%	-1%	-3%	-4%	0%	u
COc1cccc(-c2c(C(=O)N/N=C/c3cccnc3)nnn2-c2nonc2N)c1	4%	i	-21	5%	-1%	0%	6%	15%	-2%
CC1(C(=O)NS(C)(=O)=O)CCN1C(=O)Cc1ccc(Cl)cc1Cl (centres undefined)	x	i	4	9%	9%	-1%	21%	0%	x
O=C(C[C@H]1C(=O)N(Cc2cccnc2)C[C@@H]1Cc1ccccc1)Nc1ccc(Br)cc1	x	u	u	u	u	u	u	u	x
Cc1cc(CNC(=O)c2cccc([N+](=O)[O-])c2)c2ccccc2n1	-21%	i	17	-23%	-12%	-16%	-20%	-5%	u
CCCNC(=O)C(=O)Nc1ccc(N(C)C)cc1	0%	i	-10	-13%	11%	23%	18%	4%	1%
O=C(CSc1nc2ccccc2nc1Cc1ccccc1)N1CCCCC1	x	u	x	-30%	x	0%	x	0%	x
COc1ccc(C(=O)N2CCCC2)cc1S(=O)(=O)N1CCC(C)CC1	-1%	i	13	-6%	14%	0%	2%	8%	0%[9.22 µM]
COc1ccccc1-n1c(C)cc(C=O)c1C	-7%	i	-7	2%	-1%	-2%	1%	-7%	1%
CC(=Nc1ccc(C)c(C)c1)C1=C(O)CSC1=O	2%	u	2	21%	7%	4%	5%	-1%	-4%
O=C(Nc1ncc(Cc2cc(Cl)ccc2Cl)s1)c1ccc([N+](=O)[O-])cc1	u	i	-22	-17%	-6%	u	-4%	u	3%
COC(=O)C1=C(C)NC(=S)NC1/C=C/c1ccccc1 (centres undefined)	7%	i	33	-16%	-1%	0%	3%	-1%	104%[1.84 µM]
N#Cc1ccc(Cl)cc1NC(=O)COC(=O)c1cccc(S(=O)(=O)N2CCOCC2)c1	-5%	i	64	5%	-2%	-7%	0%	4%	-5%
C#CC1(NC(=O)NC(C)(C)C)CCCCC1	3%	i	-2	x	2%	17%	6%	5%	1%
COc1ccc(N(CC(=O)Nc2ccc(C)cn2)S(=O)(=O)c2c(C)noc2C)cc1	0%	x	34	x	-14%	u	-1%	-7%	1%
COc1ccc(C)cc1Nc1n[n+](-c2ccccc2)c(-c2ccc(N(C)C)cc2)s1	u	u	-67*	u	-3%	-2%	-22%	u	u
Cc1cc2c3c(c1)C(C)CC(C)(C)N3C(=O)C2=C(C#N)C#N (centres undefined)	u	u	-3	-13%	2%	2%	9%	1%	-44%[inhibitor]
COc1ccccc1S(=O)Cc1ccc(C(=O)NCc2ccccc2Cl)o1 (centres undefined)	-3%	i	-26	-23%	-4%	u	-1%	1%	-2%
COc1ccc(Cl)cc1NC(=O)CCCC(=O)c1ccccc1	0%	i	u	-14%	-7%	-4%	10%	3%	-2%
CCOc1ccccc1C(=O)N1CCc2cc(OC)c(OC)cc2C1COc1ccc(OC)cc1 (centres undefined)	x	i	x	-9%	x	u	x	-4%	x
CCOC(=O)N=S(N)(=O)c1ccccc1 (centres undefined)	-1%	i	-4	3%	-1%	16%	8%	9%	-8%
Cc1ccsc1CN(C(=O)c1ccccc1)C1CCS(=O)(=O)C1 (centres undefined)	3%	i	-4	-3%	7%	-26%	6%	0%	-3%
CCOC(=O)c1ccc(O)cc1	0%	i	x	17%	x	x	x	x	-9%
O=C(Cc1ccc(NC(=O)C2CCN(C(=O)CCc3ccccc3)CC2)cc1)Nc1ccc(C(=O)N2CCOCC2)cc1	-2%	i	22	6%	4%	u	4%	0%	-11%
O=C(CCCN1C(=O)c2ccccc2C1=O)OC1CSCC1NC(=O)c1ccccc1 (centres undefined)	-6%	i	2	-3%	2%	-5%	5%	1%	-6%
CC(C)C(=O)Nc1cccc(C(=O)Nc2nnc(C(F)(F)F)s2)c1	x	i	x	-2%	x	9%	x	-2%	x
Cc1c(NC(=O)Nc2cc(F)c(F)cc2Cl)c(=O)n(-c2ccccc2)n1C	1%	i	-6	x	0%	-4%	-2%	-10%	u
CCOC(=O)N1CCN(C(=O)CSc2ccccc2)CC1	-1%	i	9	4%	3%	1%	3%	8%	0%
O=C(O)Cn1cccc1C(=O)c1ccccc1	-2%	i	-11	-7%	u	-10%	-25%	-4%	u
CCc1cc(C(=O)NCC2CCCO2)sc1C (centres undefined)	0%	i	2	38%[activator]	5%	-4%	0%	-32%	-1%
CC(C)NS(=O)(=O)c1ccc(NC(=O)C2CC3C=CC2C3)cc1 (centres undefined)	3%	i	18	12%	0%	-3%	-4%	-10%	-2%
Cc1nc2nc(C)c(NS(=O)(=O)c3ccc(C(C)(C)C)cc3)c(=O)n2[nH]1	-14%	i	-10	-5%	25%	11%	-5%	-1%	-5%
CCOC(=O)c1cnc(SC2CC(=O)N(c3ccc(C)cc3)C2=O)nc1N (centres undefined)	0%	i	0	1%	-1%	u	9%	-4%	9%
COc1ccccc1CNC(=O)c1c(N)n(CCCN2CCOCC2)c2nc3ccccc3nc12	u	i	u	u	-3%	u	7%	2%	u
COc1ccc(C(=O)NCCS(=O)(=O)NCc2ccccc2OC)cc1	-8%	u	-4	7%	12%	-6%	9%	0%	-76%[inhibitor]
